M4 antag – antagonists of human muscarinic M4 receptor (CHRM4). P08173. CHO-hM4 cells, ACh EC80, Fluo-8 calcium fluorescence. inhibition, % at 3 µM. 0.73% of 360,000 active. AID 624125;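 active = inhibition above its plate's cutoff, the mean inhibition of sample wells plus 3 SD, cut at about 27% in these data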;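 note: 0% = acetylcholine EC80 with DMSO and 100% = DMSO without agonist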
Target sequence (P08173 whole entry, looked up): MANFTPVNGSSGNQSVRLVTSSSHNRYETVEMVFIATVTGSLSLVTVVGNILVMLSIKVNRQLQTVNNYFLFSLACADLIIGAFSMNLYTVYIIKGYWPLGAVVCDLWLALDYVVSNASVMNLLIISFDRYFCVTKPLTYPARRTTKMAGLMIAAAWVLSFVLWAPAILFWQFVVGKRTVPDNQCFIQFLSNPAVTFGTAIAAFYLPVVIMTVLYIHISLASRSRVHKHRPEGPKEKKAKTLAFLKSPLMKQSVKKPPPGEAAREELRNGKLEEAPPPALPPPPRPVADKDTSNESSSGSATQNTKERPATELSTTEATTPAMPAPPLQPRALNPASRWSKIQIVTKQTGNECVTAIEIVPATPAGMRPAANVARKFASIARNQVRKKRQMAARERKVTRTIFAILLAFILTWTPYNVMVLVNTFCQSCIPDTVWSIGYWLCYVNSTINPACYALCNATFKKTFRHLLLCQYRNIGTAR
M1 ag – agonists of human M1 muscarinic receptor | activation, % at 3 µM | CHO-K1 hM1, Fluo-8 calcium fluorescence, agonist mode; 0% DMSO, 100% acetylcholine EC100 | AID 588814 | 0.33% of 360,000 active;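 active = activation above the run's mean compound activation plus 3 SD, cut at about 16% in these data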;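 note: peak over basal fluorescence ratio within a 140 s kinetic read after compound addition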
CHRM1 PAM – human CHRM1 positive allosteric modulation | CHO-K1 hM1, Fluo-8 calcium fluorescence, ACh EC20; 0% = ACh EC20, 100% = maximal ACh | activation, % at 3 µM | P11229 | 0.088% of 360,000 active; in the data active = activation above about 19%, passing the limit was not always enough
M1 antag – human CHRM1 antagonism; P11229; CHO-K1 hM1, Fluo-8 calcium fluorescence, ACh EC80 antagonist; inhibition, % at 3 µM; 1.3% of 360,000 active; AID 588852;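 active = percent inhibition above its own plate's cutoff, namely the mean of that plate's compound wells plus 3 SD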;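 note: peak over basal fluorescence ratio during 140 s after agonist addition; 0% = ACh EC80 plus DMSO and 100% = DMSO alone without agonist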
CHRM4 agonist – CHRM4 agonism in calcium assay. P08173. CHO-K1 hM4/Gqi5, Fluo-8 calcium fluorescence; vehicle 0%, full acetylcholine response 100%. activation, % at 3 µM. 0.14% of 360,000 active. AID 624127;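 active = activation above the run mean over all test wells plus 3 SD, cut at about 32% in these data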;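 note: peak over basal fluorescence ratio per well then scaled between controls; 0% = DMSO wells and 100% = acetylcholine at EC100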
CHO-K1 Ca ag – M1 agonist counterscreen hit in parental CHO-K1 cells; 0.48% of 360,000 active; AID 602248; Fluo-8 calcium fluorescence; scaled to maximal ATP response, vehicle zero; activation, % at 3 µM; in the data active = activation above about 15%;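 note: untransfected CHO-K1 host cells lacking M1 receptor as counterscreen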
CHO-K1 Ca antag – M1 antagonist counterscreen hit in parental CHO-K1 cells; inhibition, % at 3 µM; ATP-induced calcium, Fluo-8 fluorescence; 0.6% of 360,000 active;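 active = inhibition above a per-plate cutoff, the plate's mean sample inhibition plus 3 SD, cut at about 24% in these data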;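 note: 0% = DMSO plus EC80 ATP and 100% = DMSO alone without ATP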
CHO parental Ca – signal in parental CHO cells, OX1R antagonist counter-screen; inhibition, % at 5.6 µM; parental CHO-K1, ATP-induced calcium, Fluo-8 fluorescence; 0.63% of 330,000 active; AID 463079;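 active = inhibition above that plate's mean sample inhibition plus 3 SD, cut at about 26% in these data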;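 note: 0% = ATP-challenged DMSO wells and 100% = DMSO wells without ATP; some compounds past the cut are filed as inactive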
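Test system: untransfected parental CHO cell line; also added: ATP stimulus; dosing: 5.6 µM, single dose; signal: calcium-sensitive Fluo-8 fluorescence; measure: percent inhibition of ATP-evoked calcium rise, normalized to controls; benchmarks: low control ATP plus DMSO, high control DMSO only; replication: one well per compound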
OXTR potentiator – potentiates the human oxytocin receptor response; P30559; CHO-OTR cells, Fluo-8 calcium fluorescence, potentiator mode; 0% = oxytocin EC15, 100% = EC100; activation, % at 3 µM; 0.061% of 320,000 active;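 active = activation above that plate's cutoff, the mean activation of tested compounds plus 3 SD, cut at about 6.6% in these data, passing the limit was not always enough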;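 note: 100% uses oxytocin at 75 nM as the full agonist control; some results filed as inactive read as strong as hits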
Target sequence (P30559 whole entry, looked up): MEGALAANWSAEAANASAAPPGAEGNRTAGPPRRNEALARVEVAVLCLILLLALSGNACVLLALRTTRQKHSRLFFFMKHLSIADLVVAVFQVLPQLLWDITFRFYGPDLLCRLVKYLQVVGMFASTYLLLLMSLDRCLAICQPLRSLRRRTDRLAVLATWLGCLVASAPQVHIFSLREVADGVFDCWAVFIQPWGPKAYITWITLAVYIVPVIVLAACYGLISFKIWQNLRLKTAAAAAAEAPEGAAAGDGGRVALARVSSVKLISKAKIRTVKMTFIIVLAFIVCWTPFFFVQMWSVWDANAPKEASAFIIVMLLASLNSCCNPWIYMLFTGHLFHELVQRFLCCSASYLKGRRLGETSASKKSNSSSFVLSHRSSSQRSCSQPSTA
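Measured by – Fluo-8 calcium dye fluorescence · Test system – human OTR in CHO cells · Dosing – one concentration, 3.0 µM compound · Controls – EC15 oxytocin alone as 0%, 75 nM oxytocin as 100% · Evaluation – normalized max/min fluorescence ratio, % activation · Timing – 6 min pre-incubation, 100 s read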
The depositor's hits bear a star; nt = not tested or not shown.

SMILES	M4 antag	M1 ag	CHRM1 PAM	M1 antag	CHRM4 agonist	CHO-K1 Ca ag	CHO-K1 Ca antag	CHO parental Ca	OXTR potentiator
COc1ccccc1CNC(=O)CSc1ccc(C(=O)Nc2ccccc2OC)cc1[N+](=O)[O-]	-10	-5	3	-18	2	1.1	-20	-20	-7
O=C(O)CCc1ccc(-c2ccc(Cl)cc2)o1	4	-1	16	-16	1	-0.1	6	-8	-11
COc1ccc(C(=O)COC(=O)CCCn2c(=O)oc3ccccc32)cc1	-9	-2	1	-2	1	0.6	-4	-15	-12
CC1(C)CC(=O)CC(=NCC(=O)O)C1	9	-2	10	-13	2	0.6	-38	-9	6
COc1cccc(CNC(=O)Cn2cc3c(n2)CCCC3)c1	3	-2	-1	5	2	0.8	-2	-17	2
Cc1ccc(NC(=O)C(C)OC(=O)COc2cccc(C(F)(F)F)c2)cc1S(=O)(=O)N1CCOCC1 (stereo unspecified)	-18	-1	7	-4	13	2.8	0	nt	nt
COC(=O)c1cn(NC(=O)c2cccc(N(C)C)c2)c(=O)c2ccccc12	1	-2	7	5	1	0.6	10	-38	-8
Cc1sc(NC(=O)CSc2nnnn2C(C)C)c(C#N)c1C	-1	-1	14	-12	2	0.8	6	-12	3
CC(=O)c1cccc(NC(=O)C2Cc3c(-c4ccccc4Oc4ccccc4)ccnc3O2)c1 (stereo unspecified)	20	-3	-2	22	7	4.1	5	nt	nt
Cn1cc(SCC(=O)NC2CCCCC2)c2ccccc21	4	-5	10	-25	1	-0.1	1	-13	-7
CNc1ccc(-c2ccccc2OC)cn1	-11	-5	15	-20	1	-0.4	12	nt	nt
CSc1ccc(-c2sc(Nc3cccc4ccccc34)n[n+]2-c2ccccc2)cc1	2	-11	-8	4	1	-0.4	-21	-14	-1
CCCCn1c(NCCC)nc2c1c(=O)[nH]c(=O)n2C	4	-3	3	2	1	0.1	-3	nt	nt
COc1ccc(C(=O)NC(=S)NCc2ccccc2)cc1	2	-7	0	-3	-3	0.4	-5	-9	0
COc1ccc(CNC(=O)CCn2nc(C)c3c(C)n(-c4ccccc4)nc3c2=O)c(OC)c1	0	-4	1	-1	1	0.1	-12	5	-3
Cc1onc(-c2c(F)cccc2Cl)c1C(O)c1ccc(F)cc1 (stereo unspecified)	-3	-8	6	-14	1	1.2	-16	-3	-1
COc1ccc(-c2csc(NC(=O)CN3C(=O)C4CCCCC4C3=O)n2)cc1OC (stereo unspecified)	-8	1	-7	16	15	7.5	-8	-2	-13
Cc1ccc(NC(=S)N2CCCCCC2)c(C)c1	-5	-4	6	-13	0	0.5	-5	-7	-2
COC(=O)c1sc(NC(=O)c2oc3ccccc3c2C)nc1C	0	-3	6	0	0	0.0	-11	0	-10
CCc1nnc(N2C(=O)c3ccc(Oc4ccc([N+](=O)[O-])cc4)cc3C2=O)s1	-1	-8	14	-9	0	6.9	-7	-10	2
O=C(CSc1ncc(C(F)(F)F)cc1Cl)N1CCN(S(=O)(=O)c2ccccc2)CC1	2	-4	10	-8	3	2.7	-6	-12	-17
Cc1ccc(F)c(NC(=O)C2CCCCC2C(=O)O)c1 (stereo unspecified)	1	-2	3	-2	1	0.7	-18	-5	3
CN(Cc1nccn1C)C(=O)CC1C(=O)NCCN1Cc1cccc(Oc2ccccc2)c1 (stereo unspecified)	-5	-11	9	-7	1	-0.5	3	-16	0
O=c1[nH]cnc(O)c1C(c1ccc([N+](=O)[O-])cc1)c1c(O)nc[nH]c1=O	-6	-1	4	-14	0	0.7	-16	-4	-10
Oc1ccc(/C=N/N(c2ccccc2)c2ccccc2)cc1O	-1	-2	10	-16	1	1.8	-10	-6	-4
Carrying on:
SMILES	M4 antag	M1 ag	CHRM1 PAM	M1 antag	CHRM4 agonist	CHO-K1 Ca ag	CHO-K1 Ca antag	CHO parental Ca	OXTR potentiator
Cc1ccccc1NC(=O)c1cc(S(=O)(=O)N2CCCCC2)ccc1N1CCOCC1	2	-3	4	-10	1	0.0	2	nt	nt
CCn1c(O)c(C=NCCN2CCOCC2)sc1=S	-4	-4	11	-12	1	0.7	-4	-12	0
Cc1cc(NC(=O)c2cncc(Br)c2)n(-c2ccccn2)n1	-3	0	5	-22	1	0.2	2	nt	nt
CCO/C(C)=C1\N=C(c2ccc(Cl)cc2)OC1=O	-2	-2	2	6	1	0.1	8	-4	-27
COc1c(F)c(F)c(C(=O)Nc2ccccc2N2CCN(C(C)=O)CC2)c(F)c1F	-7	-4	2	-17	1	1.6	-4	-12	-6
OCCC1CN(CC#Cc2ccccc2)CCN1C1CCCC1 (stereo unspecified)	-2	-6	-1	4	1	0.2	-17	-9	-2
COc1ccc(OC)c(NC(=S)N2CCN(C/C=C/c3ccccc3)CC2)c1	-2	-3	5	-9	1	0.5	-6	-5	-7
COc1cc(NC(=O)c2ccccc2F)c(OC)cc1NC(=O)CN1CCOCC1	-5	-1	5	-1	5	1.2	-11	-5	-6
O=C(CSc1nnc(-c2ccco2)o1)c1ccccc1	4	-3	8	-2	3	0.9	5	-11	-7
C[N+]1=C2CCCCCN2C(O)(c2ccccc2)C1 (stereo unspecified)	-2	-9	2	-2	0	0.7	-18	-10	-4
COc1cc(C(=O)Nc2cccc(S(=O)(=O)N3CCCC3)c2)c([N+](=O)[O-])cc1OC	0	-7	6	-10	3	1.2	0	-17	3
Cc1ccc(OCC(=O)NNC(=O)c2cc(S(=O)(=O)N(C)C)ccc2N2CCCC2)cc1	-1	-3	11	-14	1	0.0	-3	nt	nt
Cc1nc(Nc2ccc(Cl)cc2)c2oc3ccccc3c2n1	5	-10	-8	2	-3	-1.3	-17	-21	-2
O=C1c2ccccc2NC(c2ccc3c(c2)OCO3)N1O (stereo unspecified)	7	-2	5	-6	0	0.2	-6	4	-5
CCc1n[nH]c(=S)n1/N=C/c1ccc(N(C)c2ccccc2)cc1	-15	-7	5	-8	-1	0.2	-19	-14	-3
CC1(c2ccccn2)Nc2ccccc2-c2nc3ccccc3n21 (stereo unspecified)	11	-5	2	-3	2	0.4	-13	-17	-4
Cc1onc(CO)c1C(=O)Nc1nccs1	-1	-5	-11	3	0	1.2	-5	0	-5
O=C(CC(Nc1ccc(F)cc1)C(=O)O)c1ccccc1 (stereo unspecified)	-3	-2	8	-10	1	1.6	-5	-19	-8
COc1ccc(S(=O)(=O)N(C)C[C@H]2Oc3c(NC(=O)Cc4ccccc4)cccc3C(=O)N([C@H](C)CO)C[C@@H]2C)cc1	9	-8	12	-11	7	-0.1	1	-22	-2
O=C(CSc1nnc2ccc(-c3cccnc3)nn12)Nc1ccc(F)cc1	-18	-4	3	0	4	0.4	-1	-8	3
O=C(NC1CCCC1)c1cccnc1N1CCCCCC1	3	-5	4	-25	-1	0.0	-19	-19	0
O=C(COC(=O)CCC(=O)c1ccc(Cl)cc1)NCCc1ccccc1	2	2	13	-13	2	2.3	-14	3	-2
CCOc1ccc2ncc(S(=O)(=O)c3ccc(C)cc3)c(N3CCC4(CC3)OCCO4)c2c1	3	-5	-19	35*	8	3.5	-1	-12	-3
COc1cc(N)c2ncccc2c1SC	-1	0	1	-12	1	0.4	3	nt	nt
CCc1ccc(/C=C2\SC(=S)N(CCCC(=O)Nc3nccs3)C2=O)cc1	-7	-5	8	-2	1	0.5	-9	-10	-4

Laid out differently: results already given.
canonical_smiles,M4 antag,M1 ag,CHRM1 PAM,M1 antag,CHRM4 agonist,CHO-K1 Ca ag,CHO-K1 Ca antag,CHO parental Ca,OXTR potentiator
O=C1c2ccccc2NC(c2ccc3c(c2)OCO3)N1O (stereo unspecified),7,-2,5,-6,0,0.2,-6,4,-5
CCc1n[nH]c(=S)n1/N=C/c1ccc(N(C)c2ccccc2)cc1,-15,-7,5,-8,-1,0.2,-19,-14,-3
CC1(c2ccccn2)Nc2ccccc2-c2nc3ccccc3n21 (stereo unspecified),11,-5,2,-3,2,0.4,-13,-17,-4
Cc1onc(CO)c1C(=O)Nc1nccs1,-1,-5,-11,3,0,1.2,-5,0,-5
O=C(CC(Nc1ccc(F)cc1)C(=O)O)c1ccccc1 (stereo unspecified),-3,-2,8,-10,1,1.6,-5,-19,-8

Carrying on:
SMILES	M4 antag	M1 ag	CHRM1 PAM	M1 antag	CHRM4 agonist	CHO-K1 Ca ag	CHO-K1 Ca antag	CHO parental Ca	OXTR potentiator
CCOC(=O)CSc1nnc(-c2ccc(Cl)cc2Cl)o1	-11	-4	0	-3	-1	0.0	-8	-1	-4
COc1ccc(C(O)P(=O)(OCCC(C)C)c2ccc(N(C)C)cc2)cc1 (stereo unspecified)	6	0	14	-19	1	1.1	-7	-9	-20
Cc1ccc(N(C(=O)CNC(=O)c2ccco2)C(C(=O)NC2CCCC2)c2cccnc2)cc1F (stereo unspecified)	7	-3	5	-8	1	0.7	-10	-11	2
CCCc1nnc(NC(=O)Nc2ccccc2OC)s1	7	-1	8	-4	-1	0.4	6	-3	6
O=S(=O)(c1ccc(SCCOc2ccc(Br)cc2)nc1)N1CCCC1	-10	0	16	-14	1	-0.1	1	-18	-6
OCCNc1ncnc2c1ncn2Cc1ccccc1	16	-3	5	0	0	0.7	-10	5	3
COc1ccc(CNC(=O)c2ccc(N3CCC4(CC3)CC(c3ccc(Cl)cc3)=NO4)c(NC(=O)Cc3ccc(F)cc3)c2)cc1	-9	1	0	8	2	0.1	3	-5	-2
O=C(NN=Cc1cc(Cl)ccc1[N+](=O)[O-])c1cccc2ccccc12	4	-3	2	-9	1	-0.1	-2	nt	nt
CCn1c(SCC(=O)Nc2ccc(S(=O)(=O)Nc3ccccn3)cc2)nnc1-c1ccncc1	1	-6	5	-38	1	0.6	-9	-12	-6
Cc1ccc(NC(=O)CN2C(=O)NC(C)(C3CC3)C2=O)c([N+](=O)[O-])c1 (stereo unspecified)	-4	-3	5	-1	1	-0.6	-11	-25	-2
COCCNC(=O)C1(C)CCCN(C(=O)COc2ccccc2)C1 (stereo unspecified)	-9	0	14	-5	1	-0.1	8	nt	nt
COC(=O)c1nc2n(n1)C(c1cc(OC)ccc1OC)C(C(=O)OC1CCCCC1)=C(C)N2 (stereo unspecified)	9	1	3	-1	2	1.8	7	-7	-9
CN(C(=O)COc1ncnc2sccc12)c1ccccc1	-3	-4	7	-14	2	1.1	-12	-4	-7
CCCCN(CC)C(=O)c1ccc2c(c1)OCO2	1	-9	1	-8	1	0.3	-8	-4	-1
O=C(Nc1ccc(C(=O)O)cc1)/C(=C\c1ccco1)NC(=O)c1ccco1	8	-3	-3	0	0	0.6	-6	1	-9
O/N=C1\CCC\C1=C/c1ccco1	-2	1	5	-24	-1	-0.2	-13	3	-1
COC(=O)c1c(NC(=O)c2cccs2)sc2c1CCCC2	1	3	2	-3	0	0.0	12	-31	-1
O=C(Nc1cccnc1)c1cc2c(s1)-c1ccccc1OC2	-11	1	9	-14	10	6.7	-16	37	-11
C=CCNC(=S)/N=c1/ccccn1C	-2	-9	-10	8	0	0.2	-6	1	-4
Cc1ccc(C2=NC(=O)/C(=C/c3cc(O)c(O)c(Br)c3)S2)cc1	-2	1	11	-11	3	2.2	-19	nt	nt
C=CCNc1nc(-c2c(C)nc3ncccn23)cs1	-6	-1	28	3	1	0.7	-9	-3	4
CN(C)c1nc(NCc2ccccc2)nc(SCC(N)=O)n1	-1	-3	4	-8	2	0.5	-2	-2	-2

Bioassay records from PubChem BioAssay.
